Source: PubChem BioAssay (The Scripps Research Institute Molecular Screening Center)
GPR151 ag: human GPR151 activation; Q8TDV0; PathHunter beta-arrestin GPR151 cells, luminescence; activation, % at 11.2 µM; 650,000 compounds, 1% hits; AID 1508602; in the data active means activation above about 4.9%;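 further: 0% = median of compound wells and 100% = cells with positive control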
Target sequence (Q8TDV0 whole entry, looked up): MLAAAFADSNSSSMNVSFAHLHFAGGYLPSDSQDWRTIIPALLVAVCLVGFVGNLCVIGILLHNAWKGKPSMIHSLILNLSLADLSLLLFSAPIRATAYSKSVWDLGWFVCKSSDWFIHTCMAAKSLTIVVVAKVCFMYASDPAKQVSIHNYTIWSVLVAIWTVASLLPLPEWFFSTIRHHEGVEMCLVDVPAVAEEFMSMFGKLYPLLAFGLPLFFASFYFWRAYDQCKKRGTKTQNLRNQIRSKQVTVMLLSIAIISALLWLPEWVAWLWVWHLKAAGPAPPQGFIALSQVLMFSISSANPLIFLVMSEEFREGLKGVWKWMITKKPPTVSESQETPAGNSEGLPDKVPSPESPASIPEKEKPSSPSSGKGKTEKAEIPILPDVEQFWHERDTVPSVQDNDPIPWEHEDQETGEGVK
FBW7 activator: activators of human E3 ligase FBW7; Q969H0; 650,000 compounds, 0.13% hits; normalized activity (activation), % at 26.1 µM; AlphaScreen FBW7–phospho-cyclin E peptide binding, activator screen; in the data active means normalized activity above about 1.9%;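 further: purified mutant Fbw7 with reduced substrate affinity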
Target sequence (Q969H0 whole entry, looked up): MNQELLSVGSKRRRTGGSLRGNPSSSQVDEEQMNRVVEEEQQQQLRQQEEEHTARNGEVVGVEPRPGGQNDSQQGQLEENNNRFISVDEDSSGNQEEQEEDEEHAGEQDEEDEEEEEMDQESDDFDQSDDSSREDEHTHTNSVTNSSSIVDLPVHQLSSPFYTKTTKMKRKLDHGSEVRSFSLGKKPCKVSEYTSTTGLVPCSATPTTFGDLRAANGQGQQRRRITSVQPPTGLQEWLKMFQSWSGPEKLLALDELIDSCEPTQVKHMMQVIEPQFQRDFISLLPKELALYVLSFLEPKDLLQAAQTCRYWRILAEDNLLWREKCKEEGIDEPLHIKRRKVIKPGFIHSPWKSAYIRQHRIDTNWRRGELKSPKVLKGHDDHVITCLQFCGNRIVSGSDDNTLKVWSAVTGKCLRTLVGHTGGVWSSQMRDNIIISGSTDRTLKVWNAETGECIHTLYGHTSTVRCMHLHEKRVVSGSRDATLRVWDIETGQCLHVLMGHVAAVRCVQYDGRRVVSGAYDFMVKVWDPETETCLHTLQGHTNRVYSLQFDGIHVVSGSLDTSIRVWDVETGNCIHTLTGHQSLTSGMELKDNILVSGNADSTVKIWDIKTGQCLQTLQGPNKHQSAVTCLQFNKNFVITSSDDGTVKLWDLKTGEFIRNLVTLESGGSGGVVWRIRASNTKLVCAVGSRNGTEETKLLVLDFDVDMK
TEAD-YAP block: TEAD-YAP interaction inhibition; inhibition, % at 9.12 µM; HEK-TIYL cells, TEAD-Gal4/YAP UAS-luciferase luminescence; 640,000 compounds, 1.4% hits; in the data active means inhibition above about 32%;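 further: 0% = median of test compound wells and 100% = reference inhibitor wells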
MITF inh: blocks human microphthalmia-associated transcription factor; O75030; AlphaScreen MITF homodimerization, bead proximity signal; inhibition, % at 2.6 µM; 650,000 compounds, 0.91% hits; in the data active means inhibition above about 50%;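 further: 0% = vehicle wells with protein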
* = called active by the depositor; & = joins results of further samples.

nr	molecule	FBW7 activator	MITF inh	TEAD-YAP block	GPR151 ag
1	CCC(C(=O)O)n1c(C(F)(F)F)nc2ccccc21 (configuration not stated)	0.1	11	5	0.6
2	CC(C)CCNC(=O)CN1CCN(Cc2ccc(Cl)cc2)C1=O	0.1	8	-4	0.3
3	Cc1nc(-c2c(C)oc3cc(O)ccc3c2=O)cs1	-0.2	-11	-6	0.2
4	Cc1c(Cl)cccc1NC(=S)N(C)CCC#N	0.3	-19	1	-0.2
5	Cc1cc(NC(=O)c2ccccc2NS(=O)(=O)c2ccc(Br)cc2)no1	0.1	2	12	1.5
6	COc1ccc(CC(=O)NCC2CCCN(Cc3ccccc3C)C2)cc1 (configuration not stated)	0.0	2	-4	0.2
7	CCCC(=O)N1CCc2cc(-c3nc(N)sc3C)ccc21	0.3	7	4	-1.5
8	Cc1c(C(=O)NC2CCCCC2C)oc2ccc(S(=O)(=O)N3CCOCC3)cc12 (configuration not stated)	0.2	6	3	-0.6
9	Cc1ccc2nc(-c3ccc4c(c3)OCO4)cc(C(=O)NN3CCOCC3)c2c1	0.0	8	-8	-1.4
10	O=c1c2c(-c3ccccc3Cl)csc2[nH]c(=S)n1-c1ccccc1	0.1	-8	-10	0.2
11	COc1cc(C)nc(OCCNS(=O)(=O)c2ccc(C)cc2)n1	-0.4	3	5	0.1
12	CCOC(=O)C1=C(C)N=c2s/c(=C\c3ccc(OCc4ccccc4Cl)c(OCC)c3)c(=O)n2C1c1ccc(Cl)cc1 (configuration not stated)	0.1	-5	6	0.9
13	COCCN(Cc1cc2cc3c(cc2[nH]c1=O)OCO3)C(=O)c1ccc(OC)cc1	0.1	8	0	-0.9
14	Cn1c(=O)c2cc(C(=O)NCc3ccco3)sc2c2ccc(Cl)cc21	-0.1	-3	-3	-1.2
15	COc1ccc(-n2c(=O)c3ccccc3n(CC(=O)Nc3cc(C)on3)c2=O)cc1OC	0.0	7	5	1.2
16	Cc1ccccc1OCc1nnc(SCC(=O)O)n1Cc1ccccc1	-0.1	-2	7	-1.7
17	Cn1c(=O)c2c(SCC(N)=O)nc(CC(C)(C)C)nc2n(C)c1=O	-0.1	-16	8	-1.4
18	COCCNc1ccc(S(=O)(=O)N2CCN(C)CC2)cn1	0.1	-2	-5	1.3
19	Cc1cc2c(cc1C)-c1c(sn(-c3cccc(C(F)(F)F)c3)c1=S)C(C)(C)N2	0.3	15	-1	-0.6
20	CCCC(=O)N(c1ccc2oc(C)c(C(=O)OC)c2c1)S(=O)(=O)c1ccc(Cl)c([N+](=O)[O-])c1	0.1	-2	2	0.2
21	CC(=O)N1CCN(c2ccc(NC(=O)COc3ccc(Br)cc3)cc2)CC1	0.0	18	13	-0.6
22	Cc1ccc(C)c(OCCOc2ccccc2C=C2C(=O)NC(=O)NC2=O)c1	-0.1	-4	21	-1.1
23	CN(Cc1cccc(O)c1)C1CCCCC1	-0.2	30	-4	0.5
24	CC1=C(C(=O)Nc2ccc(F)c(F)c2)C(c2ccc(O)cc2)NC(=S)N1 (configuration not stated)	-0.1	7	9	0.4
25	CCOC(=O)CSCc1cn2cc(Cl)ccc2n1	-0.1	-7	5	1.5
26	O=C(Nc1ccc(Oc2ccccc2)cc1)c1cc2c(ccc3ccccc32)oc1=O	0.7	10	1	-0.9
27	O=C(Nc1ccc(Oc2ccccc2)cc1)C1C2C=CC3(O2)C1C(=O)N(CCN1CCCCCC1)C3C(=O)NC1CCCCC1 (configuration not stated)	-0.2	-22	-1	0.3
28	O=C(Cn1c(=O)oc2ccccc21)Nc1ccc(C(F)(F)F)cc1[N+](=O)[O-]	0.0	0	-1	-0.2
29	C[C@@H](Cn1nnc2ccccc21)NC(=O)c1ccc(N2CCCCS2(=O)=O)cc1	-0.1	5	-4	-0.3
30	COCCNC(=O)c1c(C)nc2scc(C)n12	-0.2	9	7	0.3
31	O=[N+]([O-])c1cc2c(c(CSC3=Nc4ccccc4C4CC=NN34)c1)OCOC2 (configuration not stated)	0.0	6	-3	-1.5
32	COc1ccc(-n2nc3c(c2NC(=O)/C=C\c2ccccc2)CS(=O)(=O)C3)cc1	0.0	-5	8	-0.4
33	N#Cc1ccc(-n2nnc3ccccc32)c([N+](=O)[O-])c1	0.0	-7	-4	-2.0
34	CC12CC(NC(=S)N1)c1cc(Br)ccc1O2 (configuration not stated)	-0.1	14	0	0.6
35	CCCCCNC(=O)c1ccc2c(=O)n(CCCN3CCCC3=O)c(=S)[nH]c2c1	0.6	-6	-4	-0.8
36	COC(=O)C(NC(=O)c1ccc(C)cc1)(Nc1nc2ccccc2s1)C(F)(F)F (configuration not stated)	-0.1	-13	-8	1.8
37	CCCOc1ccccc1C1NC(C(=O)O)CS1 (configuration not stated)	-0.1	-6	3	-0.2
38	COc1ccc(NC(=O)c2ccc3c(c2)C(=O)N(c2cc(C)on2)C3=O)cc1Cl	-0.2	2	2	1.1
39	CC(NC(=O)C1CCN(C)CC1)c1nnc2n1CCN(Cc1ccc(F)cc1F)CC2 (configuration not stated)	-0.3	4	0	0.0
40	CCN(CC)C(=O)C1CCCN(c2cccc(C(=O)NCCO)n2)C1 (configuration not stated)	0.3	7	7	-1.6
41	COc1ccccc1C(=O)NNS(=O)(=O)c1ccc(Cl)cc1	0.0	0	-9	0.4
42	O=C(O)c1cc(NC(=O)c2ccc(Br)o2)cc(C(=O)O)c1	-0.1	9	9	3.0
43	COc1ccc(CSc2nc3sc(C)c(C)c3c(=O)n2-c2ccccc2)cc1	0.0	-1	-4	-0.8
44	CN1C(=O)S/C(=C\c2ccc(O)c(I)c2)C1=O	-0.2	6	0	-1.4
45	CCCOc1ccc(/C(O)=C2/C(=O)C(=O)N(CCCN3CCOCC3)C2c2ccc(N(C)C)cc2)cc1C (configuration not stated)	0.9	13	5	0.3
46	CC[C@H](C)[C@H](NC(=O)CCc1nnc(CCc2ccc(OC)cc2)o1)C(=O)OC	-0.1	6	-27	-0.8
47	CCn1cc(CNC(=O)c2cc(COc3ccc4ncccc4c3)on2)cn1	0.0	11	24	1.6
48	C=CCOc1cc2c(C)cc(=O)oc2cc1Cl	-0.1	-5	4	-0.1
49	CCOC(=O)CN1C(=O)SC(Nc2ccccc2)C1=O (configuration not stated)	-0.2	3	3	7.8*
50	Cc1ccc(S(=O)(=O)N(CC(=O)N2CCC(C(N)=O)CC2)C2CCCCC2)cc1	0.0	-1	-3	0.7

Additional entries follow:
nr	molecule	FBW7 activator	MITF inh	TEAD-YAP block	GPR151 ag
51	CCCC(CCC)C(=O)Nc1ccc2c(c1)N(C(=O)CCN1CCOCC1)c1ccccc1CC2	0.2	-5	-9	0.8
52	OCCN1CCN(CC(O)COc2ccc(Cl)cc2Cl)CC1 (configuration not stated)	0.8	6	-21	-2.4
53	COc1ccc(CCNc2ccc3ccccc3n2)cc1OC	0.1	5	-11	0.9
54	Nc1c(C(=O)NCc2ccccc2)sc2nc3c(c(-c4ccco4)c12)CCCC3	-0.1	-2	6	1.6
55	O=C(Nc1ccccc1)N[C@H]1C[C@H]2C(=O)N[C@@H](CO)C(=O)N2C1	0.5	-2	-8	-0.7
56	COc1ccc(Cl)cc1C(=O)Nc1sc2c(c1C(N)=O)CCCC2	-0.1	5	8	0.1
57	O=C(NCC1CCCO1)c1nn2c(C(F)(F)F)cc(-c3ccco3)nc2c1Cl (configuration not stated)	0.0	-9	-2	-0.6
58	CC1=C(C)CS(=O)N(S(=O)(=O)c2ccc(C)cc2)C1 (configuration not stated)	0.2	-2	9	-0.7
59	O=C(CCCCc1ccccc1)Nc1ccc(N2CCC(NCCn3ccnc3)CC2)cc1	1.8	27	7	0.2
60	COc1nc(N=C(NC(C)=O)NC(C)=O)nc2ccc(C)cc12	-0.2	-2	-93	-0.6

Taken from above.
`COc1nc(N=C(NC(C)=O)NC(C)=O)nc2ccc(C)cc12` | FBW7 activator = -0.2
`O=C(Nc1ccccc1)N[C@H]1C[C@H]2C(=O)N[C@@H](CO)C(=O)N2C1` | MITF inh = -2

Next section.
nr	molecule	FBW7 activator	MITF inh	TEAD-YAP block	GPR151 ag
61	COc1cccc(-n2nnnc2SCC(=O)NC(C)(C)C)c1	0.2	12	9	-0.4
62	CCN(CC)CCn1c(=S)sc2c(=O)n(-c3ccccc3OC)c(SCc3ccccc3C)nc21	-0.5	-3	-20	0.8
63	COc1[nH]c2ccc(F)cc2c1C(=O)OCC1CCN(CCNS(C)(=O)=O)CC1	-0.1&0.1	2&18	12	-0.6&-1.2
64	O=C(COc1ccc([N+](=O)[O-])cc1)Nc1ccc(Cl)c(Cl)c1	0.0	0	2	0.5
65	CCOc1cc(/C=N/NC(=O)c2ccc3c(c2)OCCO3)ccc1OC(=O)c1ccco1	-0.1	-4	-11	0.5
66	Cc1ccc(N2C(=O)CC(Nc3ccc(CC(=O)O)cc3)C2=O)cc1 (configuration not stated)	0.0	-1	4	0.0
67	O=C(CCCN1C(=O)/C(=C\c2ccco2)SC1=S)Nc1ccc(O)c(C(=O)O)c1	-0.1	12	4	-1.9
68	CCOC(=O)c1ccc(-n2c(=S)sc3c(=O)n(-c4ccc(F)cc4)c(SC)nc32)cc1	0.0	12	-6	1.3
69	CCN1CCN(C(c2ccc(N(C)C)cc2)c2nnnn2Cc2ccc3c(c2)OCO3)CC1 (configuration not stated)	0.0	-3	0	-0.2
70	COc1ccc(CSc2nnc3ncccn23)cc1	0.4	7	-10	-1.8

Overlap with the part before: 2 compounds, followed by the next part.
nr	molecule	FBW7 activator	MITF inh	TEAD-YAP block	GPR151 ag
69	CCN1CCN(C(c2ccc(N(C)C)cc2)c2nnnn2Cc2ccc3c(c2)OCO3)CC1 (configuration not stated)	0.0	-3	0	-0.2
70	COc1ccc(CSc2nnc3ncccn23)cc1	0.4	7	-10	-1.8
71	COc1cc(C2C(C#N)=C(N)N(N(C)C)C3=C2C(=O)CC(c2ccccc2)C3)cc(OC)c1OC (configuration not stated)	-0.2	-2	57*	-0.3
72	CCOc1ccc(C)cc1S(=O)(=O)N1CCc2ccccc21	0.4	16	-4	-1.2
73	CCC(CCC(=O)O)NC(=O)c1ccccc1 (configuration not stated)	0.7	-14	-3	-1.3
74	S=C(Nc1ccc(Cl)cc1)N1CCN(Cc2ccccc2)CC1	-0.2	3	-6	0.0
75	O=C(N/N=C/c1ccc(O)cc1O)c1nn(Cc2ccccc2)c(=O)c2ccccc12	-0.8	25	64*	-1.6
76	O=C1Nc2cc(C(=O)N3CCC(N4CCCCC4)CC3)ccc2S/C1=C\c1ccccc1	0.1	0	3	0.3
77	Cc1ncc(CN2CCc3ccc(NC(=O)c4ccccc4Cl)cc3C2)s1	0.5	7	-8	0.2
78	CC(=O)Nc1ccc(S(=O)(=O)NC(CC(=O)O)c2cccnc2)cc1 (configuration not stated)	-0.1	1	-2	3.1
79	CCOC(=O)c1c(-c2ccc(F)cc2)csc1NC(=O)CN1CCOCC1	-0.1	-6	-2	0.5
80	CN(C)c1ccc(C2NN=C(Cc3ccccc3)S2)cc1 (configuration not stated)	0.5	10	-47	-1.7
81	Cc1nc(SCC(=O)Nc2ccc(N(C)C)cc2)n[nH]1	0.5	15	14	-1.6
82	COC(=O)c1c(NC(=O)c2cc(-c3ccc(Cl)cc3)nc3ccccc23)sc2c1CCCCCC2	0.2	8	-4	-1.5
83	COc1cc(Nc2nc(SCC(=O)N3CCC(C)CC3)nc3ccccc23)cc(OC)c1	0.8	9	8	0.2
84	O=C(Nc1ccc(Cl)c(Cl)c1)N1CCN(c2ccccn2)CC1	-0.1	1	-10	-0.8
85	COc1cccc(C2C(C#N)=C(N)Oc3c2c(O)cc2oc(=O)cc(C)c32)c1 (configuration not stated)	-0.1	-1	-8	-0.5
86	Cc1ccc([N+](=O)[O-])cc1S(=O)(=O)N1CCCCC1C (configuration not stated)	-0.1	8	-8	0.4
87	Cc1nc2c3ccccc3nc(SCC(=O)c3ccc(F)cc3)n2n1	-0.3	-14	-9	-0.3
88	O=C(Nc1ccc(Cl)cc1Cl)N1CCN(c2ncccn2)CC1	0.0	-3	0	-0.1
89	CC(C)C(C(=O)OCC(=O)c1cccc([N+](=O)[O-])c1)N1C(=O)C2C3c4ccccc4C(c4ccccc43)C2C1=O (configuration not stated)	-0.2	5	13	0.6
90	O=C(N/N=C/c1cc2ccccc2[nH]1)c1ccccc1	-0.1	1	-41	-0.1
91	COCCCNC(=O)CN(Cc1ccccc1)S(=O)(=O)c1ccc(Br)cc1	1.0	11	-1	0.2
92	Cc1ccc(Cl)cc1NC(=O)N[C@H]1C[C@H]2C(=O)N3CCC[C@H]3C(=O)N2C1	-0.3	-1	-5	-0.5
93	CC1(C)C2CCC(C2)C1(C)NC(=O)CNCc1ccco1 (configuration not stated)	-0.3	-3	-8	0.6
94	O=C(NCCCO)C(=O)Nc1ccccc1	0.8	4	-11	-0.4
95	CC(C)OCCCNC(=O)Cc1c(C(=O)O)[nH]c2ccccc12	0.0	3	5	2.0
96	COc1cc2ccccc2cc1C(=O)N=c1sc2c3ccccc3ccc2n1C	0.0	32	-1	-0.5
97	O=C(CSc1nccc(=O)[nH]1)Nc1cccc(I)c1	-0.3	-8	1	0.5

Nothing new here: an excerpt of the list.
nr	molecule	FBW7 activator	MITF inh	TEAD-YAP block	GPR151 ag
92	Cc1ccc(Cl)cc1NC(=O)N[C@H]1C[C@H]2C(=O)N3CCC[C@H]3C(=O)N2C1	-0.3	-1	-5	-0.5
93	CC1(C)C2CCC(C2)C1(C)NC(=O)CNCc1ccco1 (configuration not stated)	-0.3	-3	-8	0.6
94	O=C(NCCCO)C(=O)Nc1ccccc1	0.8	4	-11	-0.4
95	CC(C)OCCCNC(=O)Cc1c(C(=O)O)[nH]c2ccccc12	0.0	3	5	2.0
96	COc1cc2ccccc2cc1C(=O)N=c1sc2c3ccccc3ccc2n1C	0.0	32	-1	-0.5
97	O=C(CSc1nccc(=O)[nH]1)Nc1cccc(I)c1	-0.3	-8	1	0.5
